# Screening results (PubChem BioAssay)
# HMGR II inh = blocks class II HMG-CoA reductase of Enterococcus faecalis. 190,000 compounds, 0.41% hits. AID 1066. purified E. faecalis HMGR, NADPH absorbance 340 nm kinetic. inhibition, % at 10 µM;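 active = inhibition above a set limit, the median over all tested compounds plus 3 SD, cut at about 9.5% in these data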;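 also: enzyme runs in reverse so mevalonate oxidation gives rising NADPH absorbance; 0% = complete reaction with DMSO and 100% = background rate lacking mevalonate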
# STAT3 inh = inhibitors of IL-6 induced STAT3 signaling | U3A cells, IL-6 STAT3-luciferase reporter, luminescence; host cell line lacks STAT1 | AID 862 | inhibition, % at 5.5 µM | 190,000 compounds, 0.89% hits;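 active = inhibition above the mean inhibition across all screened compounds plus 3 SD, cut at about 44% in these data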;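 also: 0% = DMSO only wells and 100% = 100 µM nifuroxazide control wells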
# STAT1 blocker = inhibitors of IFN-gamma induced STAT1 signaling; inhibition, % at 5.5 µM; NIH 3T3 STAT1-luciferase reporter, luminescence; 200,000 compounds, 0.35% hits;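 active = inhibition above a set limit, the mean inhibition across all tested compounds plus 3 SD, cut at about 34% in these data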;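 also: 0% = IFN-gamma with DMSO and 100% = IFN-gamma with 300 µM nifuroxazide; values of inactives mirror those of a sister screen read the other way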
# TLR4 MyD88 comp = blocks binding of human TLR4 to MyD88; 200,000 compounds, 0.18% hits; HeLa CL3-4 TLR4/MyD88 BLA complementation, FRET ratio; inhibition, % at 8.4 µM; O00206+Q99836; in the data active = inhibition above about 25%;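 also: 0% = vehicle and 100% = reference inhibitor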
# Target sequence (O00206 whole entry, looked up): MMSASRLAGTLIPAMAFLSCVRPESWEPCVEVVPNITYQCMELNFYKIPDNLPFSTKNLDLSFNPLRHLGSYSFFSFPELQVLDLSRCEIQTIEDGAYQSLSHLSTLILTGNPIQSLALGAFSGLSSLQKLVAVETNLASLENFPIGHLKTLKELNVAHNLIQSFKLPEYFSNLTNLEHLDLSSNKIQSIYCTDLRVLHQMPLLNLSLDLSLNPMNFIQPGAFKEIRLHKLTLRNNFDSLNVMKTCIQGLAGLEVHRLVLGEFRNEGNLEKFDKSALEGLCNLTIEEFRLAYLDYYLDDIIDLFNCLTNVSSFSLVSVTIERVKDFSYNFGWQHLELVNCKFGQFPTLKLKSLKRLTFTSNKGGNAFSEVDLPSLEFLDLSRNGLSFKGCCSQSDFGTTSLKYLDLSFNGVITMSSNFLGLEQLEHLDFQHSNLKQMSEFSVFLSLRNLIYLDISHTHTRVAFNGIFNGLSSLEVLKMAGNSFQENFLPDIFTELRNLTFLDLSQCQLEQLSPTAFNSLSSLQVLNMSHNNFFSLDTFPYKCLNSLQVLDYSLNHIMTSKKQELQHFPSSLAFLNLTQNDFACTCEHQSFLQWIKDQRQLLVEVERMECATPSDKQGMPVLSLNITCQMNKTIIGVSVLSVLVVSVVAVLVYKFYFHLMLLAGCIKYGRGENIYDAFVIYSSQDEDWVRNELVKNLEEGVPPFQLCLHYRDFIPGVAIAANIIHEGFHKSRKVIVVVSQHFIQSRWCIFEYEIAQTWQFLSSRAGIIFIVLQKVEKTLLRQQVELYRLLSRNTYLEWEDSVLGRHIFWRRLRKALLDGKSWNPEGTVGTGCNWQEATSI
# Target sequence (Q99836 whole entry, looked up): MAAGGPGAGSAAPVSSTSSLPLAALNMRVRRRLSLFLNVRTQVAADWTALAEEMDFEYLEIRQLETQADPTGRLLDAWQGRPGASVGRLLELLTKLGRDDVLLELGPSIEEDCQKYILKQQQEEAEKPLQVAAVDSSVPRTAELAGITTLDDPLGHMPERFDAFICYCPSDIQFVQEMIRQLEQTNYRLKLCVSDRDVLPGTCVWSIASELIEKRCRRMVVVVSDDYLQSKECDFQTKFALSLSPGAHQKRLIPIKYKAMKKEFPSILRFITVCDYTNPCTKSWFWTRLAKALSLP
# Redox H2O2 prof = compounds producing H2O2 with reducing agent – biochemical, NIH compound library profiling, artefact control for MLSCN library redox annotation, primary screen; activation, % at 10 µM; 200,000 compounds, 0.03% hits; DTT-dependent redox cycling H2O2, phenol red/HRP absorbance; 100% = 100 µM peroxide control, 0% = buffer;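 active = activation of at least 50% relative to the plate's high and low controls in the primary single-dose screen; inactive = activation below 50%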;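 also: compound incubated with DTT at 0.8 mM final as the reducing agent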
# STAT1 act = increases IFN-gamma driven STAT1 reporter signal; 200,000 compounds, 2.6% hits; activation (% of control), % at 5.5 µM; NIH 3T3 STAT1-luciferase reporter, luminescence; 100% = IFN-gamma alone, no compound;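 active = activation above the screen-wide mean activation plus 3 SD, cut at about 130% in these data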;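 also: raw ratio to IFN-gamma control signal so 100% means no change and 0% no light; values of inactives mirror those of a sister screen read the other way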
# APP 5'UTR act = APP 5'UTR luciferase reporter activation | SH-SY5Y APP 5'UTR luciferase reporter, luminescence; zero percent = DMSO vehicle wells | activation, % at 2 µM | 190,000 compounds, 1% hits | AID 1276;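 active = activation above a set limit, based on mean plus 3 SD of controls, cut at about 140% in these data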; also: values of inactives mirror those of a sister screen read the other way
# NF-kB neuron act = compounds increasing NF-kB expression in human neuronal cells. 190,000 compounds, 1.6% hits. AID 1239. fold change at 12.5 µM. NF-kB reporter expression; stronger effect = higher value; in the data active = fold change above about 3.3
# STAT3 act = STAT3 signaling activation; U3A cells, IL-6 STAT3-luciferase reporter, luminescence; 100% = signal with IL-6 EC80 alone; 190,000 compounds, 0.91% hits; activation (% of control), % at 5.6 µM; AID 871;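 active = activation above the screen-wide mean of compound activation plus 3 SD, cut at about 130% in these data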;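 also: 0% = background luminescence of wells with medium and substrate only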
#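 Assay system – human STAT1-deficient U3A cells with stable STAT3-luciferase reporter · Also added – IL-6 (33 ng/mL) · Schedule – compound 1 h, then IL-6 6 h at 37 °C · Technique – reporter luminescence signal · Evaluation – % activation versus median of IL-6-stimulated wells · Benchmarks – IL-6-only wells as 100% reference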
# Hsp70 activator = switches on Hsp70 transcription; HeLa Hsp70 promoter luciferase reporter, luminescence; scaled: vehicle 0, proteasome-inhibitor control 100%; activation, % at 10 µM; 200,000 compounds, 0.04% hits; AID 1203;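 active = activation above the mean across all tested compounds plus 3 SD, cutoff set per campaign, cut at about 5.5% in these data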;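 also: 100% = MG132 at 30 µM as the positive control and 0% = DMSO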
# An asterisk follows results filed as active.
SMILES,HMGR II inh,STAT3 inh,STAT1 blocker,TLR4 MyD88 comp,Redox H2O2 prof,STAT1 act,APP 5'UTR act,NF-kB neuron act,STAT3 act,Hsp70 activator
CN(C)/C=N/c1nc2ncc(-c3ccc(Cl)cc3)c(/N=C/N(C)C)n2n1,-2,-6,2,-11,-0.5,99,1,1,105,-0.3
CCOC(=O)N1CCN(c2cc3nccnc3cc2F)CC1,-3,24,8,-4,2.2,93,-6,0.9,82,0.6
Cc1c(C(=O)N2CCCC2)sc(NC(=O)c2ccco2)c1C#N,-6,9,10,-1,0.7,102,1,0.88,95,-0.3
Oc1ccc(C=Nc2ccc3ncccc3c2)c(O)c1,-4,-12,-5,9,-0.6,104,54,0.81,115,0.4
Cc1ccc(NC(=O)Cn2ccsc2=N)c([N+](=O)[O-])c1,2,8,-2,-2,-0.7,100,12,0.92,97,-0.1
CCCN(CCC)c1ccc(C(O)c2nnc(-c3ccccc3)o2)cc1 (stereo not drawn),0,13,12,3,-1.8,88,26,1.1,91,0.0
COc1cc(CNCCSc2nnnn2C)cc(Br)c1OCc1ccccc1F,-4,3,2,7,0.3,98,18,0.97,102,-0.3
CCOC(=O)C1CC(c2ccccc2)=NNC1=O (stereo not drawn),-7,11,-1,-19,0.2,99,5,0.87,100,-0.2
O=C(NNC(=O)c1ccccc1C(=O)O)c1ccc(O)cc1,-5,18,-1,-14,-1.6,99,31,1.3,92,-0.5
CCCCNC(=O)c1onc(CSc2ccc(F)cc2)c1C(=O)O,-3,-6,1,18,19,99,19,1.3,106,0.0
COC(=O)/C=C1\C(=O)N(c2nc3ccc(OC)cc3s2)C(=S)N1c1ccc(F)cc1,3,9,4,6,-3.1,98,2,1.3,100,0.1
COc1cccc(NC(=O)CCCOc2cc(=O)n(C)c3ccccc23)c1,-3,20,-1,-7,-2.3,101,11,1.6,85,-0.1
Cc1cc(C)cc(N2C(=O)C3CC=CCC3C2=O)c1 (stereo not drawn),-4,4,10,-20,3.1,91,-9,1.2,96,-0.3
O=C(CCN1C(=O)C2CCCCC2C1=O)Nc1ccc(F)c(F)c1F (stereo not drawn),-2,2,-17,-10,-1.9,115,-6,1.2,100,0.3
COC(=O)C(CCSC)NC(=O)C12CC3CC(CC(C3)C1)C2 (stereo not drawn),-1,-4,-4,-7,0.2,104,1,0.95,103,-0.2
CCOc1ccc(CN2CCN(S(=O)(=O)c3ccc(NC(C)=O)cc3)CC2)cc1,-5,22,16,-8,-1.3,84,30,0.88,84,-0.4
CCOC(=O)N1CCN(CC(=O)Nc2c(C(=O)OC)[nH]c3ccc(Cl)cc23)CC1,-2,26,17,-11,2.5,85,0,0.55,82,0.1
Nc1ccc(-c2nc3cc(N)ccc3s2)cc1,-6,22,1,12,-0.4,99,186*,5.3*,86,-0.4
c1ccc(Nc2nc(-c3ccncc3)cs2)cc1,-6,-6,-61,-1,0.6,145*,40,2.1,109,-0.3
O=C(Nc1ccc2c(c1)OCO2)C(c1ccccc1)N1CCN(C(=O)c2ccco2)CC1 (stereo not drawn),-2,-1,-3,6,-1.3,104,-19,1.3,104,0.2
CCCN1C2CCCC1CC(NC(=S)NCCCOCC)C2 (stereo not drawn),-6,1,-3,0,4.8,101,-8,1.1,105,0.0
O=C(CN1C(=O)C2(OCCO2)c2ccccc21)c1ccc(Cl)cc1,4,11,7,-1,0.5,94,-2,0.89,95,-0.3
COc1cc(C2CC(=O)c3cnc(N)nc3C2)cc(OC)c1OC (stereo not drawn),-4,4,4,8,0.2,96,-19,0.83,100,0.0
CCOc1ncccc1C(=O)OCc1ccc(C#N)cc1,-11,17,-4,-2,0.1,104,-6,1,89,-0.4
NC(=O)CC12CC3CC(C1)CC(CC(N)=O)(C3)C2,2,6,13,0,0.1,88,8,1.1,96,-0.2

# Further compounds follow.
SMILES,HMGR II inh,STAT3 inh,STAT1 blocker,TLR4 MyD88 comp,Redox H2O2 prof,STAT1 act,APP 5'UTR act,NF-kB neuron act,STAT3 act,Hsp70 activator
O=C1C2ON(c3ccc(Cl)cc3)C(c3ccco3)C2C(=O)N1c1ccccc1 (stereo not drawn),0,-6,-11,13,0.6,109,7,1,108,-0.3
CCC(C)NC(=O)CNC(=S)N(Cc1ccc(F)cc1)C1CCCCC1 (stereo not drawn),5,14,-1,-16,0.2,101,14,1.1,95,-0.3
NC(=O)COC(=O)c1cccnc1Nc1ccccc1F,-1,22,-4,-19,0.3,102,3,1.3,87,-0.3
N#Cc1c(NC(=O)c2ccc(Cn3cc(Br)cn3)o2)sc2c1CCCCC2,3,-1,-12,-4,2.1,111,-1,1.3,105,0.0
CCOc1ccc(CN2CCNC(=O)C2CC(=O)O)cc1 (stereo not drawn),-1,2,0,-3,0.7,98,-1,1.1,102,-0.2
O=C(NNC(=O)c1ccccc1Cl)c1ccncc1,0,6,11,-1,-0.5,90,-12,1.2,98,-0.3
COc1ccccc1NC(=O)CSc1nnc2ccc(-c3cccnc3)nn12,-4,1,-1,-7,-1.3,101,-8,1.1,103,-0.2
COc1cccc(-c2nc(NCC3CCCO3)c3ccccc3n2)c1O (stereo not drawn),3,7,-5,-14,-3.6,104,-8,0.36,101,1.1
CCS(=O)(=O)N1CCC(C(=O)NCCN2CCOCC2)CC1,-1,0,-7,10,1.1,107,17,1.2,108,-0.2
COc1cccc(-n2nnnc2SCC(=O)c2cc(OC)ccc2OC)c1,-8,1,-5,-11,-0.7,105,-2,0.93,105,-0.3
CCOC(=O)C1=C(C)NC(C)=C(C(=O)OCC)C1C1=COCCO1,-5,18,2,9,-0.3,98,-3,0.97,86,-0.2
CN1CCN(C(=O)c2cccc(S(=O)(=O)N3CCCCC3)c2)CC1,-3,5,-2,1,1.6,101,6,1.2,99,-0.3
CCn1nnc(NC(=O)c2cccnc2)n1,-7,16,8,-7,1.4,93,1,1.3,95,-0.3
CCOc1ccc(N2C(=O)CN=C2Nc2ccccc2Cl)cc1,3,8,6,-7,1.7,95,-7,0.77,97,-0.2
CCN1CCN(c2ccc(NC(=O)CCc3c(C)nc4c(-c5ccccc5)c(C)nn4c3C)cc2)CC1,0,24,4,-13,-0.7,96,13,0.65,84,-0.1
CCNc1nc(NC(C)(C)C)nc(SC(C(C)=O)C(C)=O)n1,2,-44,-3,9,-2.1,104,3,0.77,141*,0.0
CCN(CC)S(=O)(=O)c1ccc2nc(CCl)[nH]c2c1,0,12,4,-4,0.0,97,2,1.1,97,-0.2
O=C(N/C(=C/c1cccnc1)C(=O)N1CCOCC1)c1ccccc1,0,12,6,-4,-0.4,95,-11,1,88,-0.3
COc1cc(OC)cc(-c2nnc(SCc3cccc(C(=O)O)c3)o2)c1,1,8,-2,-4,0.2,102,1,1.2,99,-0.1
CCOC(=O)/C(=C/Nc1ccccc1)[N+](=O)[O-],0,10,3,-10,1.9,98,-2,1.1,95,-0.3
O=C(CSc1nc2cc(Cl)ccc2o1)NCCc1ccccc1,0,10,-2,8,-1.4,102,-1,1.1,95,-0.4
O=C(CN1C(=O)CSC1=O)N1CCc2ccccc2C1,-14,4,4,2,3.9,96,-9,1,99,-0.4
O=C(O)Cc1ccc2sc(-c3ccccc3)nc2c1,1,-3,-9,13,0.3,108,3,0.99,103,-0.3
CC(C)(C)CN1CCNC(=O)C1CC(=O)NCCc1ccccc1C(F)(F)F (stereo not drawn),1,1,-6,-1,-0.8,104,-2,0.78,103,-0.2
Cn1cccc1/C=N/NC(=O)c1ccco1,-5,10,-14,-2,-0.1,113,15,1.4,99,0.0

# A different layout for 3 compounds above:
# Below each SMILES – HMGR II inh, STAT3 inh, STAT1 blocker, TLR4 MyD88 comp, Redox H2O2 prof, STAT1 act, APP 5'UTR act, NF-kB neuron act, STAT3 act, Hsp70 activator
> CCOc1ccc(CN2CCNC(=O)C2CC(=O)O)cc1 (stereo not drawn)
    -1, 2, 0, -3, 0.7, 98, -1, 1.1, 102, -0.2
> O=C(NNC(=O)c1ccccc1Cl)c1ccncc1
    0, 6, 11, -1, -0.5, 90, -12, 1.2, 98, -0.3
> COc1ccccc1NC(=O)CSc1nnc2ccc(-c3cccnc3)nn12
    -4, 1, -1, -7, -1.3, 101, -8, 1.1, 103, -0.2

# The listing continues:
SMILES,HMGR II inh,STAT3 inh,STAT1 blocker,TLR4 MyD88 comp,Redox H2O2 prof,STAT1 act,APP 5'UTR act,NF-kB neuron act,STAT3 act,Hsp70 activator
Fc1cccc(NC(=S)NCC(c2cccnc2)N2CCOCC2)c1 (stereo not drawn),0,-7,7,2,0.6,93,0,0.99,101,-0.1
COc1ccc(C(=S)N2CCOCC2)cc1OC(=O)c1cc([N+](=O)[O-])c(C)c([N+](=O)[O-])c1,6,1,11,-16,1.5,90,-5,0.8,108,-0.2
CCOc1cc(CNn2c(C)nnc2SCC(=O)NC(C)(C)C)ccc1OCC(=O)NC(C)(C)C,1,-2,10,7,-0.3,91,-21,0.76,103,-0.4
CCCCNC(=O)CC1Nc2ccccc2NC1=O (stereo not drawn),-3,5,4,1,-0.8,97,-6,0.85,96,-0.1
COc1ccc(C(CNC(=O)c2ccccc2C)N2CCCC2)cc1 (stereo not drawn),-8,-2,-11,10,0.1,110,-10,1.1,99,0.0
Cc1c(Cl)c([N+](=O)[O-])nn1CC(=O)NCc1cccnc1,-4,-2,-7,-15,0.3,105,-17,1.1,103,-0.3
CCSc1nc(-c2ccc(OC)cc2)n(-c2nc3ccccc3s2)n1,1,-5,3,7,2.2,96,-9,1.4,107,0.1
N=c1c(C(=O)NCc2ccc(F)cc2)cc2c(=O)n3ccccc3nc2n1CC1CCCO1 (stereo not drawn),-4,-6,-6,-15,-1.0,106,-10,0.75,109,-0.4
COC(=O)c1c(-c2ccncc2)csc1NC(=O)c1ccoc1C,3,10,-37,-5,1.3,136*,29,2.5,93,-0.2
CC1CCc2c(sc3c2C2=NS(=O)(=O)CCN2C=N3)C1 (stereo not drawn),-4,0,7,-4,2.2,94,-2,1.1,103,-0.3
CCOC(=O)N1CCN(C(=O)c2cccc(NC3=NC4CS(=O)(=O)CC4S3)c2)CC1 (stereo not drawn),1,4,2,-9,-0.2,98,4,0.93,100,-0.1
O=C1OC(NC(=O)c2ccccc2)C(n2cc(CO)nn2)=C1Cl (stereo not drawn),-4,2,8,-4,1.0,92,-8,1.1,100,0.4
Cc1cc(C)cc(NC(=S)N(Cc2ccc(Cl)cc2)Cc2ccc(C(=O)O)cc2)c1,-1,2,-2,-13,-0.6,101,-4,0.86,100,-0.5
O=C(OCc1ccc2c(c1)OCO2)c1cccc(S(=O)(=O)N2CCCCC2)c1,3,8,0,-3,0.1,100,-3,1.2,98,-0.2
CCCNC(=O)/C=C/c1ccc(C(C)C)cc1,1,-4,-13,-19,-0.1,111,-7,2.1,106,0.1
COC(=O)c1cc(Br)c(=O)n(-c2cc(C)on2)c1,0,-1,-3,-4,-0.4,102,-8,1.1,103,-0.3
N/C(CCN1CCCCC1)=N/O,-5,0,-2,-7,2.0,102,14,1,102,0.0
Cn1c(SCc2ccc(C#N)cc2)nnc1-c1ccccc1,-4,22,2,-7,2.0,98,4,1.1,89,-0.1
COC(C(=O)NCc1ccccc1C)c1ccccc1 (stereo not drawn),1,5,2,-4,-0.1,98,13,1.3,98,-0.1
